Pf gametocyte – P. falciparum stage V gametocyte viability inhibition. P. falciparum stage V gametocytes, ATP luminescence, 24 h. inhibition, % at 10.9 µM. hit rate 0.065% among 150,000;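 active means inhibition above the mean plus 3 SD of compounds within the control limits, set per campaign, cut at about 38% in these data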;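 further: 0% = DMSO wells and 100% = medium only without gametocytes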
Rac1 wt GTP bind – alters GTP binding to wildtype human Rac1 | hit rate 0.27% among 190,000 | AID 757 | P63000 | GTP binding activity (% of control), % at 10 µM | GST-Rac1 beads, fluorescent GTP binding, flow cytometry; actives lie on both sides; 0 = cold GTP competed, 100 = untreated;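 active means GTP binding activity at least 20 points away from the 100% control level, either lower or higher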
GSH bead fluor – GSH bead compound fluorescence profile; GSH beads flow cytometry, compound fluorescence 488/530 nm; active compounds read high; fluorescence (KMESF) at 10 µM; hit rate 0.25% among 190,000; AID 1776; in the data active means fluorescence above about 89;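 further: glutathione beads carrying GST-tagged Bcl family fusion proteins plus one bare bead set; values are compound well signal with DMSO vehicle wells as background; inactives centre near 16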
Rab2 wt GTP – changes GTP binding to wildtype dog Rab2A, up or down | hit rate 0.19% among 190,000 | GST-Rab2 wt beads, Bodipy-GTP binding, flow cytometry | GTP binding activity, % at 10 µM | P61105;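 active means GTP binding activity at least 20 points away from 100%, either lowered or raised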;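 further: 0% = beads with excess unlabeled GTP and 100% = no-compound control corrected for plate trend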
Mcl1 Bid PPI – disrupts binding of human Mcl-1 to Bid peptide; TR-FRET Mcl-1/Bid-Dy647 peptide binding, 1536-well; Q07820; hit rate 0.97% among 220,000; AID 1021; inhibition, % at 21.7 µM;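 active means compounds that cut the binding signal by more than half at the single screening dose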;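 further: His-tagged Mcl-1 with europium anti-His antibody binding Bid BH3 peptide; 0% = Mcl-1 plus peptide wells and 100% = peptide-only wells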
Target sequence (Q07820 whole entry, looked up): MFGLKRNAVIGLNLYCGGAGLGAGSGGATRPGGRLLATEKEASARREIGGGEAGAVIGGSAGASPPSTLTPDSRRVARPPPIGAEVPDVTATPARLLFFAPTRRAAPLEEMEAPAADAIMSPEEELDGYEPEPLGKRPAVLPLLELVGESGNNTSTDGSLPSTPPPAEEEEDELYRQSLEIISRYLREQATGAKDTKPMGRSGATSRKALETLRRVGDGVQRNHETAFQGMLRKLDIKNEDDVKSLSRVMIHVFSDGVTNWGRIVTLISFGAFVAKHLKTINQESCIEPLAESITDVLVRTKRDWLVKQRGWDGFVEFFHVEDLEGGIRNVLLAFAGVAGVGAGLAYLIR
Mcl1-Noxa inh – Mcl-1/Noxa interaction inhibition; hit rate 1.5% among 220,000; TR-FRET Mcl-1/Noxa peptide binding, 2 h; AID 1022; inhibition, % at 21.7 µM; Q07820;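 active means compounds that cut the protein-peptide binding signal by more than 50% relative to plate controls in a single-dose test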;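 further: His-tagged Mcl-1 with rhodamine Noxa BH3 peptide and terbium anti-His antibody; 0% = Mcl-1 plus Noxa peptide wells and 100% = peptide-only wells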
Rac1 mut GTP – human Rac1 activated mutant GTP binding change | GST-Rac1 activated beads, fluorescent GTP binding, flow cytometry; actives lie on both sides; 100% means binding = to untreated wells | percent activity (GTP binding), % at 10 µM | hit rate 0.11% among 190,000 | AID 764;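 active means GTP binding at least 20 percentage points away from the 100% baseline, in either direction, so actives lie on both sides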
Cdc42 wt GTP – human Cdc42 wildtype GTP binding change, either direction | P60953 | GST-Cdc42 beads, Bodipy-GTP binding, flow cytometry; actives lie on both sides | percent activity (GTP binding), % at 10 µM | hit rate 0.2% among 190,000 | AID 761;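 active means percent activity GTP binding at least 20 points away from the 100% baseline, either down as inhibitor or up as activator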;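 further: median bead fluorescence of bound Bodipy-FL-GTP at 100 nM; 0% = excess unlabeled GTP control and 100% = no compound control; below 100% means less GTP binding so inhibitor and above means activator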
Target sequence (P60953 whole entry, looked up): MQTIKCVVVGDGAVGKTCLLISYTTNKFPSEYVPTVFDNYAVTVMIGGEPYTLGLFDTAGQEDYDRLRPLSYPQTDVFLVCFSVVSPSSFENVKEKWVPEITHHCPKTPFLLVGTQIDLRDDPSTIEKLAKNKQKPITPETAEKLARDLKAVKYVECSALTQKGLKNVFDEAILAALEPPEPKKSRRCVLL
HRas wt GTP – changes GTP binding to wildtype human HRas | P01112 | GST-Ras wt beads, Bodipy-FL-GTP binding, flow cytometry; actives lie on both sides | GTP binding activity, % at 10 µM | hit rate 0.14% among 190,000 | AID 759;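 active means GTP binding activity at least 20% away from the 100% baseline, either lowered as inhibitor or raised as activator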;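 further: 0% = unlabeled GTP competition control and 100% = no-compound control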
Target sequence (P01112 whole entry, looked up): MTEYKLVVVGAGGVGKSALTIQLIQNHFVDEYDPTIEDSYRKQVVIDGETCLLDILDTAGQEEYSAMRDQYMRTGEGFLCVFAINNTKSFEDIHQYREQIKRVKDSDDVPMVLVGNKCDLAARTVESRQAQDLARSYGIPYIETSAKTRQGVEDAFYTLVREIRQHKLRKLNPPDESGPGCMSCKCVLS
Avidin bead fluor – compound fluoresces at 488/530 nm on avidin beads; compound fluorescence 488/530 nm, flow cytometry; active compounds read high; fluorescence (KMESF) at 10 µM; hit rate 0.38% among 220,000; AID 1775; in the data active means fluorescence above about 47; further: inactives centre near 10
Rab7 wt GTP bind – modulators of GTP binding to dog Rab7 wildtype GTPase; GST-Rab7 beads, fluorescent GTP binding, flow cytometry; actives lie on both sides; untreated = 100%, excess cold GTP = 0%; GTP binding activity (percent of control), % at 10 µM; hit rate 0.055% among 190,000; AID 758;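 active means fluorescent GTP binding to Rab7 beads changed by at least 20 points from the 100% baseline, either direction, mostly lower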;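 further: median green fluorescence of bound Bodipy-FL-GTP per Rab7 bead population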
* hit, by the source's call; · = not tested or not shown. Not a hit list. Share with any hit: about 3%.

SMILES	Pf gametocyte	Rac1 wt GTP bind	GSH bead fluor	Rab2 wt GTP	Mcl1 Bid PPI	Mcl1-Noxa inh	Rac1 mut GTP	Cdc42 wt GTP	HRas wt GTP	Avidin bead fluor	Rab7 wt GTP bind
O=C1CCC(=O)N1c1ccc(CSc2nnnn2C2CCCCC2)cc1	·	102	20	99	-15	-6	99	102	100	13	98
Cc1c(C(=O)NC(=S)Nc2ccc3c4c(cccc24)CC3)cccc1[N+](=O)[O-]	16	101	25	101	-15	-6	100	102	102	14	100
C=CCC(NCc1ccccc1)c1ccc(C)o1 (stereo not given)	·	98	17	95	-3	-1	96	96	95	22	97
O=C(CN1CCN(c2nc(-c3ccc(Cl)cc3)cs2)CC1)NCc1ccco1	·	96	31	95	-28	8	96	96	96	12	93
CC1(C)Cc2cccc(OCC(=O)N3CCN(S(=O)(=O)c4ccccc4F)CC3)c2O1	1	101	36	99	-14	2	97	99	99	14	101
Cc1ccc2c(c1)-c1ncc(C(=O)c3cc(Br)ccc3O)cc1CO2	-15	101	11	96	-24	12	95	96	96	8	97
O=C(COc1ccc(OCc2ccccc2)cc1)NN=C1CCCC1	·	97	22	97	-20	9	94	96	97	10	102
O=C(Nc1cc(Cl)ccc1N1CCOCC1)c1ccc2c(c1)OCCO2	3	98	11	101	-16	15	94	94	101	30	108
CN(C)CCn1c(=N)n(CC(O)c2ccc(Cl)c(Cl)c2)c2ccccc21 (stereo not given)	·	100	19	97	-29	22	99	98	95	8	96
Cc1cccc2cc(CN(Cc3cccnc3)C(=O)c3ccncc3)c(=O)[nH]c12	-13	110	49	109	11	22	101	108	107	5	107
N#CCSc1nc2ccccc2c(=O)n1C1CCCCC1	15	102	21	101	-12	12	98	99	99	6	105
NC(=O)C1=C[C@@H](c2csc3ccccc23)C[C@@H](OCCCCO)O1	·	94	20	96	-4	-11	97	95	96	6	95
CCOc1ccccc1C1C(C#N)=C(N)Oc2cc(N)ccc21 (stereo not given)	8	102	6	99	-60	14	98	99	99	13	96
CC1CCN(CCc2nc3cc(NC(=O)Nc4ccccc4)ccc3n2C)CC1	-18	95	52	97	-23	23	92	98	97	15	98
CC(C)[C@@H]1NC(=O)c2cc([N+](=O)[O-])cc(I)c2NCC[C@@H](C(N)=O)NC(=O)[C@H](CO)NC1=O	·	102	17	95	-1	13	95	99	97	10	92
O=C(O)CSc1nnc(CSc2nc3ccccc3s2)n1-c1ccccc1	-12	96	22	95	-16	9	93	94	97	10	104
O=c1[nH]nc(Cc2ccc(-c3cccc(Cl)c3)o2)c2ccccc12	8	99	66	100	-47	-33	97	100	100	8	102
Cc1cnc(NC(=O)CSc2nnc(N)s2)s1	2	102	8	104	-1	-1	100	103	103	12	108
Cc1ccc(-c2nn(-c3ccccc3)cc2CN(C)C(=O)CCC(=O)O)cc1C	2	98	12	96	-18	25	96	97	95	12	98
O=C(NCCCn1ccnc1)C1CC2CCC1C2 (stereo not given)	·	98	10	97	-22	5	98	100	100	11	95
Cc1cc(C)c(-c2cc(C)nc3ncnn23)c(C)c1	·	98	20	96	-2	5	93	95	96	10	101
O=C1c2cccc3cccc(c23)C(=O)N1c1ccccn1	17	98	23	100	-7	9	97	98	98	12	105
Cc1cc2cc(CCNC(=O)CC(C)(C)C)c(=O)[nH]c2cc1C	·	96	23	97	10	2	94	96	97	3	99
Cc1ccc(C)c(NC(=O)CN(C)C(=O)/C=C/c2ccco2)c1	·	99	11	96	-4	-4	99	98	99	7	99
Cc1c(NC(=O)c2ccc3c4c(cccc24)CC3)c(=O)n(-c2ccccc2)n1C	·	102	17	100	12	4	99	102	101	5	98
COc1cc(OC)c(C2C(C#N)=C(N)OC3=C2C(=O)CC(C)C3)cc1OC (stereo not given)	15	107	36	104	-26	9	104	103	101	13	102
O=c1c2ccccc2nnn1Cc1cccc2ccccc12	-7	99	21	96	-4	15	95	95	96	6	96
COc1cc(C(=O)Nc2nccs2)c(Br)c(OC)c1OC	·	96	36	100	-5	12	97	97	99	6	100
COc1ccc(S(=O)(=O)N2CCN(S(=O)(=O)c3ccc4c(c3)OCCO4)CC2)cc1C	·	98	17	99	7	10	98	99	101	37	100
Cc1ccc(N/C=C(\[N+](=O)[O-])S(=O)(=O)c2ccccc2)cc1	13	101	13	94	-19	6	95	94	96	12	95
Cc1nnc(SCC(=O)N(Cc2ccccc2)C(C)C)n1-c1ccccc1	·	105	23	106	-19	13	100	108	106	15	105
COc1ccc(NC(=O)C2CC(c3ccc(OC)c(OC)c3)=NO2)cc1OC (stereo not given)	12	111	43	102	-49	10	98	105	105	10	104
Cc1cc(N2CCN(c3nc4ccccc4s3)CC2)n2ncnc2n1	3	97	10	98	-38	2	96	100	102	25	94
O=C(/C=C/c1ccco1)OCn1nnc2ccccc2c1=O	·	101	14	99	-40	13	96	101	100	13	101
Cc1ccccc1C(=O)NC1CCN(Cc2nnnn2C(C)(C)C)CC1	·	100	20	94	-14	16	95	98	95	26	97
O=C1Nc2cc(S(=O)(=O)N3CCCC3)ccc2N2CCCC12 (stereo not given)	·	104	14	100	-73	7	100	105	103	34	100
O=C(NC12CCC(O)C(SC1)/C2=N/O)c1ccccc1 (stereo not given)	18	105	35	104	-4	-2	99	102	102	7	104
C#CCOCCOCCOCCNc1nc(N2CCN(C(=O)Cn3cc(CCCN=C(N)N)nn3)CC2)nc(N2CCN(C(=O)[C@H](C(C)C)n3cc(CCO)nn3)CC2)n1	-15	101	19	98	31	35	100	101	100	11	102
Cc1ccc(Sc2ccc(CN3CCCC3)cc2[N+](=O)[O-])cc1	-7	95	18	94	-42	13	95	89	94	9	94
O=C(CSc1nnnn1-c1ccccc1)Nc1ncc2c(n1)CC(c1ccco1)CC2=O (stereo not given)	·	97	17	98	-43	6	95	98	100	14	97
COc1ccc(-n2c(COc3cccc4ccccc34)nnc2SCC(=O)NCc2ccco2)cc1	-13	103	35	102	13	14	98	103	103	7	99
Cc1nc(NCc2ccc3c(c2)OCO3)c2nnn(Cc3ccccc3)c2n1	-9	107	23	101	33	-2	101	105	103	33	99
O=C(N/N=C/c1ccccc1OCc1ccccc1)c1cccnc1	15	98	3	92	-1	12	96	93	96	9	97
Cc1nn(-c2ccccc2)c(Cl)c1/C=C(\C#N)C(=O)NC(C)C	12	102	10	101	-13	-4	101	99	102	7	96
Cc1ccccc1S(=O)(=O)Cc1ccc(C(=O)O)o1	-5	101	40	95	1	-2	96	97	96	6	97
CCOc1ccc2c(c1)C(N(CCN1CCOCC1)C(=O)Nc1ccccc1)CC(C)(C)O2 (stereo not given)	-21	99	15	102	2	16	94	102	97	9	98
C=CCN1C(=O)C(Cc2ccc(OC)cc2)S/C1=N\N=C\c1cccs1 (stereo not given)	·	105	41	99	-16	6	96	101	104	12	102
CN1C(=O)C(O)(CC(=O)/C=C/c2ccco2)c2ccccc21 (stereo not given)	-25	98	18	96	-31	-4	97	95	96	11	96
CCC(C)N(CC(=O)Nc1cccc(C)c1C)C(=O)CCl (stereo not given)	·	95	24	98	-16	0	95	96	98	24	100
CCn1c(CNC(=O)c2ccco2)nnc1SCC(=O)Nc1cc(C(F)(F)F)ccc1Cl	·	99	50	100	-7	-16	98	101	102	9	98
c1ccc(Oc2nc(NCc3ccco3)nc(NCc3ccco3)n2)cc1	-1	101	38	101	2	20	100	102	99	6	98
CS(=O)(=O)n1nc(-c2ccc(Cl)cc2)nc1N	·	104	20	100	-19	-8	95	97	101	10	104
COc1ccc(N2C(=O)NC3CC2(C)Oc2ccc(Br)cc23)cc1OC (stereo not given)	-22	108	50	99	-15	3	100	104	100	5	96
O=C(Nc1ccc2nc(-c3ccco3)[nH]c2c1)c1cccs1	·	84	17	89	-6	37	91	90	89	32	92
CC(C)(C)OC(=O)N[C@@H](Cc1ccccc1)C(=O)N1CCC(C(=O)O)CC1	·	98	8	96	5	9	96	97	98	17	95
COc1cc2sc(C)nc2c2sccc12	-12	104	7	98	-34	-13	99	99	98	7	94
C/C(=N\NC(=O)c1cccc(Cl)c1)C1C(=O)c2ccccc2C1=O	12	93	19	91	-94	25	91	95	94	8	93
O=C(Nc1ncccn1)C1CCCN1S(=O)(=O)c1ccc(Cl)c(Cl)c1 (stereo not given)	-19	108	9	98	-5	-5	100	103	100	8	100
CCOC(=O)c1cc(NC(=O)OC)c(C)nc1C	·	106	47	106	-10	5	98	105	104	7	105
C/C(=N/NC(=O)c1ccccc1)C(=O)O	7	99	13	100	5	-5	97	101	98	11	106

Carrying on:
SMILES	Pf gametocyte	Rac1 wt GTP bind	GSH bead fluor	Rab2 wt GTP	Mcl1 Bid PPI	Mcl1-Noxa inh	Rac1 mut GTP	Cdc42 wt GTP	HRas wt GTP	Avidin bead fluor	Rab7 wt GTP bind
COCCn1c(-c2ccccc2)cnc1N	·	108	36	100	-26	-4	104	104	101	13	102
CC(=O)c1cccc(NC(=O)NC2CCCc3ccccc32)c1 (stereo not given)	7	99	13	100	-30	-6	95	96	99	6	105
O=C1COc2ccc(C(=O)COC(=O)CCc3ccc(S(=O)(=O)N4CCOCC4)cc3)cc2N1	·	107	9	100	-23	0	100	99	99	6	101
CCCOc1ccc(-c2nc(OCC)c3ccccc3n2)cc1	·	100	14	98	-10	18	96	99	100	10	100
CCOn1c(=O)c(=O)n(O)c2ccccc21	-8	100	18	96	12	-2	96	96	101	7	104
O=C(Nc1cccc(Cl)c1)C1C2CCC3C(CCC21)C3(Cl)Cl (stereo not given)	-24	100	14	97	-6	-1	99	101	99	8	100
Cc1ncn(C23CC4CC(CC(C4)C2)C3)n1	-20	106	23	95	-6	10	95	97	91	6	91
CCOc1ccc(CNC(=O)c2ccc(Sc3ccc(C)cc3)c(NC(C)=O)c2)cc1	-4	102	3	104	-16	-52	101	101	99	13	100
COc1ccc(/C=N/Nc2cc(N(C)C)nc(N(C)C)n2)cc1	-26	105	4	100	-77	4	101	104	104	11	102
O=C(NCCSc1ccccc1)c1cncc(Br)c1	·	101	18	100	1	12	99	100	99	91*	99
Cc1cccc(NC(=S)N2CCC(c3nc4ccccc4s3)CC2)c1	·	103	11	100	-19	18	101	101	99	10	99

3 records picked at random from those above:
SMILES	Pf gametocyte	Rac1 wt GTP bind	GSH bead fluor	Rab2 wt GTP	Mcl1 Bid PPI	Mcl1-Noxa inh	Rac1 mut GTP	Cdc42 wt GTP	HRas wt GTP	Avidin bead fluor	Rab7 wt GTP bind
COc1ccc(S(=O)(=O)N2CCN(S(=O)(=O)c3ccc4c(c3)OCCO4)CC2)cc1C	·	98	17	99	7	10	98	99	101	37	100
Cc1cc(N2CCN(c3nc4ccccc4s3)CC2)n2ncnc2n1	3	97	10	98	-38	2	96	100	102	25	94
O=C(N/N=C/c1ccccc1OCc1ccccc1)c1cccnc1	15	98	3	92	-1	12	96	93	96	9	97

Bioassay records: PubChem BioAssay, several laboratories
